TPT1 inhibitor: inhibitors of Candida albicans tRNA 2'-phosphotransferase TPT1; recombinant caTPT1, FP RNA substrate dephosphorylation; inhibition, % at 5 µM; actives 0.81% (n = 300,000); AID 1962;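 active means inhibition above the mean of all tested compounds plus 3 SD, set per screening campaign, cut at about 24% in these data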;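 further: plate controls were DMSO alone for no effect and ferristatin control at 100 nM for full effect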
PP5 primary: blocks human protein phosphatase 5 activity; actives 0.18% (n = 320,000); inhibition, % at 6.7 µM; purified PP5c, OMFP substrate fluorescence;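 active means inhibition above the campaign's mean inhibition across all tested compounds plus 3 SD, cut at about 9.5% in these data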;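 further: 0% = DMSO only and 100% = 100 µM cantharidin control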
PP1 counter: PP1-alpha (human) inhibition in PP5 counter-screen | P62136 | purified PP1alpha, OMFP fluorescence | inhibition, % at 6.7 µM | actives 0.9% (n = 320,000) | AID 2235;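 active means inhibition above the mean inhibition of all tested compounds plus 3 SD, computed separately for each screening campaign, cut at about 15% in these data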
Target sequence (P62136 whole entry, looked up): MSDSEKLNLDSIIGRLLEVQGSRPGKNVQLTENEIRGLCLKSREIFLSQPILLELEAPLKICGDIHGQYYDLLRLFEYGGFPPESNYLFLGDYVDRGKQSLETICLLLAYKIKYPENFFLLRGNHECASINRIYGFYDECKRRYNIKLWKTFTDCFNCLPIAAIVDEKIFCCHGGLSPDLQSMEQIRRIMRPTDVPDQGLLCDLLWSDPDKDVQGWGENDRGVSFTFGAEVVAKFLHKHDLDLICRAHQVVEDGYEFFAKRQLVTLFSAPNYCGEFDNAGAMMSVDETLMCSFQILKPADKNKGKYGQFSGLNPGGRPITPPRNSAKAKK
LYPLA2 inh: LYPLA2 (human) inhibition in PME1 counter-screen | inhibition, % at 5.9 µM | recombinant LYPLA2, FP-Rh probe fluorescence polarization | O95372 | actives 0.38% (n = 320,000);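 active means inhibition above the screen-wide mean plus 3 SD, limit set per campaign, cut at about 26% in these data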;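 further: 0% = LYPLA2 with DMSO and 100% = wells lacking LYPLA2 enzyme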
Target sequence (O95372 whole entry, looked up): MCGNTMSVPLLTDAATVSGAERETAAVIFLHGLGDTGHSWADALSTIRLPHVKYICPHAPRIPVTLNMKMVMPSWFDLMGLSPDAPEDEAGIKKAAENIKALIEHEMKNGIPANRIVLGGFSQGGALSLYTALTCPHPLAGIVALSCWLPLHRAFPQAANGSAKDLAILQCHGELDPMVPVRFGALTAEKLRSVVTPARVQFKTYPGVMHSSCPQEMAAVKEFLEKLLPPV
Efflux pump inh: inhibitors of Candida antifungal efflux pumps expressed in yeast; S. cerevisiae Candida pump triplex, Nile Red efflux; inhibition, % at 10 µM; actives 0.44% (n = 330,000); AID 485275;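 active means plate passing quality check with inhibition over a set limit, or well fluorescence over plate mean plus 4 SD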;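 further: Nile Red retained in pooled yeast measured as flow cytometry median fluorescence; 0% = buffer negative control and 100% = Enniatin B positive control; higher means more Nile Red kept so more efflux inhibition; some compounds called inactive have numbers as strong as hits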
core dimer inh: HCV core protein dimerization inhibition | AID 1899 | actives 0.33% (n = 300,000) | inhibition, % at 5 µM | TR-FRET GST/Flag-core106 dimerization, 1536-well;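 active means inhibition above the mean of all tested compounds plus 3 SD, set per screening campaign, cut at about 45% in these data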
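Assay system – GST-tagged and Flag-tagged HCV core protein residues 1-106 · Quantity – core106 proteins, GST 13.5 nM and Flag 17 nM · Benchmarks – unlabelled core106 and no-GST-core106 wells · Read-out basis – percent inhibition of core106 dimerization signal · Detection – time-resolved FRET, ex 340 nm, em 617 and 671 nm · Schedule – 4 h at 22.5 °C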
CTSL1 counter: counter-screen for PFM18AAP inhibitors: inhibitors of F. hepatica cathepsin L1 | actives 0.49% (n = 300,000) | inhibition, % at 5.96 µM | recombinant F. hepatica cathepsin L1, Z-Leu-Arg-MCA fluorescence;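 active means inhibition above the mean of all tested compounds plus 3 SD, set per screening campaign, cut at about 17% in these data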;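 further: 0% = plate median of test compound wells and 100% = 1 µM Z-Phe-Ala-diazomethylketone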
GASC-1 inh: blocks human GASC-1 demethylase activity | Q9H3R0 | GST-JMJD2C(1-420) H3K9me3 demethylation, DELFIA europium | inhibition, % at 2.35 µM | actives 0.069% (n = 330,000) | AID 2099;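 active means more than half of a compound's replicate wells show inhibition beyond 50%, single wells judged on their own value; inconclusive means some, but no more than half, of replicates pass 50% inhibition; inactive means no replicate passes 50% inhibition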;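 further: signal counts dimethyl H3K9 product captured on neutravidin plate; 0% = median of DMSO wells and 100% = 0.3 times that DMSO median; strong numbers were not always called active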
Target sequence (Q9H3R0 1-420 limits assumed): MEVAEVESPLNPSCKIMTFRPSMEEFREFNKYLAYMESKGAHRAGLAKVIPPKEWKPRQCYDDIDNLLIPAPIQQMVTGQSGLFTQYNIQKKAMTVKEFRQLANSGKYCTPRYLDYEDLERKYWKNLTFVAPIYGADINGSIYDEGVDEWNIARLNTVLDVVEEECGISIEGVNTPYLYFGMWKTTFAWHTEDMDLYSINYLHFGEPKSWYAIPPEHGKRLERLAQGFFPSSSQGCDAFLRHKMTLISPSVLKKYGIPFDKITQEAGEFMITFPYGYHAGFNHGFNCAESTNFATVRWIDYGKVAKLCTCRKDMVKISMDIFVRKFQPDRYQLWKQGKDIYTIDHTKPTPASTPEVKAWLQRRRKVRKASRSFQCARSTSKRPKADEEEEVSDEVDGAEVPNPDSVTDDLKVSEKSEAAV
PREPL inhibitor: inhibitors of human prolyl oligopeptidase-like enzyme PREPL; Q4J6C6; recombinant PREPL, fluorescence polarization activity-based probe; inhibition, % at 5.96 µM; actives 0.68% (n = 320,000); AID 2751; in the data active means inhibition above about 43%;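 further: 0% = enzyme with DMSO and 100% = wells lacking enzyme; many of its hits are not listed in these tables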
* = called active by the depositor.

Screening Cn1c(CCNC(=O)c2ccc(Cl)cc2)n[nH]c1=S returned TPT1 inhibitor -3.1, PP5 primary -0.8, PP1 counter -0.5, LYPLA2 inh 5.9, Efflux pump inh 0.0, core dimer inh -5.0, CTSL1 counter -1.8, GASC-1 inh 12.2 and PREPL inhibitor -5.1.
`Cc1cccc(NC(=O)c2ccc([N+](=O)[O-])s2)c1C` gave TPT1 inhibitor 0.8, PP5 primary 3.3, PP1 counter -0.2, LYPLA2 inh 3.1, Efflux pump inh 0.3, core dimer inh -0.7, CTSL1 counter 0.7, GASC-1 inh 10.8 and PREPL inhibitor 15.9.
Screening COc1ccccc1OCC(=O)n1cc(C(=O)c2cc(Cl)cc(Cl)c2O)cn1 returned TPT1 inhibitor -0.1, PP5 primary 0.3, PP1 counter -4.3, LYPLA2 inh -11.6, Efflux pump inh 0.9, core dimer inh -1.1, CTSL1 counter -3.6, GASC-1 inh -22.6 and PREPL inhibitor 3.0.
For S=c1[nH]c2ccc(Cl)cc2s1 the results were TPT1 inhibitor -3.2, PP5 primary -4.9, PP1 counter 0.8, LYPLA2 inh -2.9, Efflux pump inh 1.7, core dimer inh -4.6, CTSL1 counter -3.4, GASC-1 inh -9.1 and PREPL inhibitor 6.6.
CCOc1cc(/C=C2\SC(=Nc3ccc(CC)cc3)NC2=O)ccc1OCC(=O)O was read as TPT1 inhibitor -1.2, PP5 primary -1.3, PP1 counter 21.7*, LYPLA2 inh -9.9, Efflux pump inh 0.0, core dimer inh 17.2, CTSL1 counter -0.4, GASC-1 inh -1.1 and PREPL inhibitor 18.9.
`O=C(c1ccccc1)c1sc(N2CCCCCC2)nc1-c1ccccc1` gave TPT1 inhibitor -6.2, PP5 primary 4.6, PP1 counter 1.2, LYPLA2 inh -6.1, Efflux pump inh 0.5, core dimer inh -28.2, CTSL1 counter -2.7, GASC-1 inh -4.6 and PREPL inhibitor 12.7.
`Cc1cc(C)nc(SC2CCCCC2NS(=O)(=O)c2ccccc2)n1` (stereo not given) gave TPT1 inhibitor -3.3, PP5 primary 0.9, PP1 counter 2.2, LYPLA2 inh -4.2, Efflux pump inh 0.3, core dimer inh 8.7, CTSL1 counter -0.3, GASC-1 inh 9.3 and PREPL inhibitor 0.9.
Screening CN(C)c1ccc(CNC(=O)CN2C(=O)COc3ccc(S(=O)(=O)N4CCCC4)cc32)cc1 returned TPT1 inhibitor -0.5, PP5 primary 1.5, PP1 counter -5.2, LYPLA2 inh -13.8, Efflux pump inh -0.2, core dimer inh 5.7, CTSL1 counter 1.2, GASC-1 inh 5.7 and PREPL inhibitor 3.2.
For CCOC(=O)NC(C(Cl)(Cl)Cl)S(=O)(=O)c1ccccc1 (stereo not given) the results were TPT1 inhibitor -1.9, PP5 primary 2.3, PP1 counter -4.3, LYPLA2 inh 5.4, Efflux pump inh -0.1, core dimer inh -4.4, CTSL1 counter -2.1, GASC-1 inh 6.4 and PREPL inhibitor 1.1.
Screening O=C(NCC1OCCCN1S(=O)(=O)c1ccc(F)cc1)C(=O)NC1CCCC1 (stereo not given) returned TPT1 inhibitor 1.2, PP5 primary 2.9, PP1 counter -2.6, LYPLA2 inh -0.9, Efflux pump inh -0.6, core dimer inh -5.2, CTSL1 counter -0.4, GASC-1 inh -0.4 and PREPL inhibitor 4.8.
For O=c1cnnc(NCc2ccccc2)[nH]1 the results were TPT1 inhibitor -3.7, PP5 primary 0.6, PP1 counter 3.0, LYPLA2 inh -2.6, Efflux pump inh -0.2, core dimer inh -3.9, CTSL1 counter 0.3, GASC-1 inh 4.5 and PREPL inhibitor -3.4.
`CC(C)C12CN3CC(C(C)C)(CN(C1)C3(C)C)C2=O` gave TPT1 inhibitor -3.8, PP5 primary -2.6, PP1 counter -1.7, LYPLA2 inh 3.0, Efflux pump inh -0.1, core dimer inh 3.1, CTSL1 counter -1.8, GASC-1 inh -3.8 and PREPL inhibitor -0.1.
Screening CN(C)c1nc(Cl)cc(N2CCOCC2)n1 returned TPT1 inhibitor -2.5, PP5 primary -3.1, PP1 counter -2.4, LYPLA2 inh 4.5, Efflux pump inh -0.1, core dimer inh 1.8, CTSL1 counter 0.3, GASC-1 inh 7.7 and PREPL inhibitor 10.6.
Screening CC(C)C[C@H](NC(=O)c1cc2cc(Cl)ccc2n1C)C(=O)N1CCC[C@H]1C(=O)O returned TPT1 inhibitor -1.7, PP5 primary 2.5, PP1 counter 0.5, LYPLA2 inh -0.9, Efflux pump inh 0.2, core dimer inh 7.3, CTSL1 counter 2.1, GASC-1 inh 4.3 and PREPL inhibitor 10.2.
`COCCn1cnc2c1c(=O)n(CC(=O)OCC#N)c(=O)n2Cc1ccccc1` gave TPT1 inhibitor 1.0, PP5 primary -2.6, PP1 counter -2.9, LYPLA2 inh 2.1, Efflux pump inh -0.2, core dimer inh -0.7, CTSL1 counter -2.5, GASC-1 inh 5.5 and PREPL inhibitor 4.0.
CC(C)N(C(=O)Nc1ccc2nsnc2c1)C(C)C was read as TPT1 inhibitor -11.3, PP5 primary 9.4, PP1 counter 3.4, LYPLA2 inh 73.1*, Efflux pump inh 0.0, core dimer inh -2.5, CTSL1 counter 114.1*, GASC-1 inh 3.6 and PREPL inhibitor 41.3.
Screening CCN1C(=O)N(C)C(N(O)C(=O)NC)C1(C)C (stereo not given) returned TPT1 inhibitor -1.8, PP5 primary 1.9, PP1 counter -0.3, LYPLA2 inh -2.3, Efflux pump inh 0.0, core dimer inh 2.5, CTSL1 counter -1.1, GASC-1 inh 39.5 and PREPL inhibitor -2.8.
Screening COc1ccc(CCNC(=O)C2CC(c3cccc(F)c3)=NO2)cc1 (stereo not given) returned TPT1 inhibitor 2.1, PP5 primary -3.4, PP1 counter -3.8, LYPLA2 inh -3.5, Efflux pump inh 0.0, core dimer inh 9.8, CTSL1 counter 1.2, GASC-1 inh 9.1 and PREPL inhibitor -0.7.
Screening COc1cccc(-n2nnnc2SCC(=O)NCc2ccco2)c1 returned TPT1 inhibitor -3.5, PP5 primary 1.5, PP1 counter 1.1, LYPLA2 inh 7.4, Efflux pump inh -0.4, core dimer inh -2.3, CTSL1 counter -4.2, GASC-1 inh 13.3 and PREPL inhibitor -7.2.
Screening O=C(NCC1CCCO1)/C(=C/c1ccccc1)NC(=O)c1ccccc1 (stereo not given) returned TPT1 inhibitor -2.2, PP5 primary 2.5, PP1 counter 1.9, LYPLA2 inh 0.8, Efflux pump inh 0.2, core dimer inh -0.9, CTSL1 counter -4.7, GASC-1 inh -6.6 and PREPL inhibitor -3.0.
Screening Cc1cc(C)cc(NC(=O)C2CCCN(c3nc(C)cc(C)n3)C2)c1 (stereo not given) returned TPT1 inhibitor -2.7, PP5 primary 0.6, PP1 counter -5.5, LYPLA2 inh 1.9, Efflux pump inh -0.1, core dimer inh -4.7, CTSL1 counter 5.6, GASC-1 inh 2.6 and PREPL inhibitor 4.5.
`COc1ccc(S(=O)(=O)N2CCOCC2)cc1NC(=O)COc1ncnc2ccccc12` gave TPT1 inhibitor -3.7, PP5 primary 1.3, PP1 counter 0.3, LYPLA2 inh -11.0, Efflux pump inh 0.0, core dimer inh 1.9, CTSL1 counter -3.9, GASC-1 inh -0.3 and PREPL inhibitor 9.0.
Screening O=C(COc1coc(CN2CCc3ccccc3C2)cc1=O)Nc1ccc(F)cc1F returned TPT1 inhibitor -4.0, PP5 primary -0.5, PP1 counter -3.3, LYPLA2 inh 0.1, Efflux pump inh 0.0, core dimer inh -0.3, CTSL1 counter 0.1, GASC-1 inh 6.5 and PREPL inhibitor -8.4.
O=c1[nH]cnc2cc(-c3ccccc3)sc12 was read as TPT1 inhibitor 1.6, PP5 primary 1.5, PP1 counter 2.7, LYPLA2 inh 5.9, Efflux pump inh 0.0, core dimer inh 6.6, CTSL1 counter 0.1, GASC-1 inh 2.0 and PREPL inhibitor 0.9.
`CCc1nnc(NC(=O)CSc2nnc(-c3c[nH]c4ccccc34)n2C)s1` gave TPT1 inhibitor 0.0, PP5 primary 1.3, PP1 counter 2.6, LYPLA2 inh 0.6, Efflux pump inh 0.0, core dimer inh -1.4, CTSL1 counter -2.4, GASC-1 inh 3.3 and PREPL inhibitor 1.1.
`COCCNC(=O)c1cc(C)ccc1C` gave TPT1 inhibitor -1.1, PP5 primary 0.7, PP1 counter -4.8, LYPLA2 inh -3.6, Efflux pump inh 0.0, core dimer inh -1.3, CTSL1 counter 0.2, GASC-1 inh 23.8 and PREPL inhibitor 4.0.
Screening CC(C)c1ccc(S(=O)(=O)NC2CCCC2)cc1 returned TPT1 inhibitor -0.1, PP5 primary 0.1, PP1 counter 2.7, LYPLA2 inh 3.9, Efflux pump inh -0.1, core dimer inh 2.5, CTSL1 counter 8.6, GASC-1 inh inconclusive and PREPL inhibitor 4.5.
`CN(NC(=O)c1ccccc1)c1ncc(C(F)(F)F)cc1Cl` gave TPT1 inhibitor -2.8, PP5 primary -0.9, PP1 counter -2.8, LYPLA2 inh -0.2, Efflux pump inh -0.1, core dimer inh 3.3, CTSL1 counter -1.6, GASC-1 inh 3.6 and PREPL inhibitor -0.6.
For O=C(Nc1nccs1)c1cncc(Br)c1 the results were TPT1 inhibitor 5.1, PP5 primary -1.4, PP1 counter -5.8, LYPLA2 inh -7.5, Efflux pump inh 0.2, core dimer inh -4.9, CTSL1 counter -3.2, GASC-1 inh 23.8 and PREPL inhibitor 16.5.
Screening COc1ccc(N=C2C(=Nc3ccc(OC)cc3)N(c3ccc(OC)cc3)C(=S)N2c2ccccc2)cc1 returned TPT1 inhibitor -6.0, PP5 primary -0.1, PP1 counter -0.6, LYPLA2 inh 2.9, Efflux pump inh 0.0, core dimer inh 14.2, CTSL1 counter 1.4, GASC-1 inh 3.4 and PREPL inhibitor 6.5.
`c1ccc(C(NCCNC(c2ccccc2)c2ccccc2)c2ccccc2)cc1` gave TPT1 inhibitor -3.4, PP5 primary 3.6, PP1 counter -1.1, LYPLA2 inh 4.4, Efflux pump inh 0.0, core dimer inh -7.4, CTSL1 counter -2.4, GASC-1 inh -17.2 and PREPL inhibitor -11.0.
`O=C(N/N=C/c1cccs1)c1n[nH]c2c1CCC2` gave TPT1 inhibitor 1.9, PP5 primary 2.4, PP1 counter -0.2, LYPLA2 inh 0.2, Efflux pump inh -0.1, core dimer inh -0.1, CTSL1 counter 1.4, GASC-1 inh -0.4 and PREPL inhibitor 3.5.
Cc1ccccc1-c1oc(C)c(C)[n+]1[O-] was read as TPT1 inhibitor -0.9, PP5 primary -1.4, PP1 counter 1.9, LYPLA2 inh 0.1, Efflux pump inh 0.1, core dimer inh -2.2, CTSL1 counter 0.4, GASC-1 inh 6.5 and PREPL inhibitor -8.8.
Screening CC1(O)c2ccccc2C(=O)N1CCc1ccccc1F (stereo not given) returned TPT1 inhibitor 3.8, PP5 primary 3.1, PP1 counter -3.3, LYPLA2 inh -0.7, Efflux pump inh 0.0, core dimer inh 13.2, CTSL1 counter -4.8, GASC-1 inh -0.3 and PREPL inhibitor -0.8.
For Cc1ccc(S(=O)(=O)N2CCCCC2)cc1C(=O)N1CCCCCC1 the results were PP5 primary 3.1, PP1 counter 1.0, LYPLA2 inh 3.7, Efflux pump inh -0.3, GASC-1 inh 0.2 and PREPL inhibitor 1.5.
Screening CC(C)CC(c1nnnn1Cc1ccc(F)cc1)N1CCC(C(N)=O)CC1 (stereo not given) returned TPT1 inhibitor 5.2, PP5 primary -2.5, PP1 counter 1.7, LYPLA2 inh -7.7, Efflux pump inh 0.2, core dimer inh 1.2, CTSL1 counter 3.6, GASC-1 inh -1.7 and PREPL inhibitor 9.1.

Screening data deposited in PubChem by several laboratories.

This is a subset (hit frequency here may not be typical).
